# MBD2 DNA inh: inhibitors of MBD2 binding to methylated DNA, primary screen, biochemical, TR-FRET, DNA-binding domain, human | inhibition, % at 4.4 µM | Methyl-CpG-binding domain protein 2 (Homo sapiens), Q9UBB5 | hit rate 0.31% among 370,000 | MBD2 binding to methylated oligonucleotide; in the data active = inhibition above about 13%
# Target sequence (Q9UBB5 whole entry, looked up, the tested form may be a part): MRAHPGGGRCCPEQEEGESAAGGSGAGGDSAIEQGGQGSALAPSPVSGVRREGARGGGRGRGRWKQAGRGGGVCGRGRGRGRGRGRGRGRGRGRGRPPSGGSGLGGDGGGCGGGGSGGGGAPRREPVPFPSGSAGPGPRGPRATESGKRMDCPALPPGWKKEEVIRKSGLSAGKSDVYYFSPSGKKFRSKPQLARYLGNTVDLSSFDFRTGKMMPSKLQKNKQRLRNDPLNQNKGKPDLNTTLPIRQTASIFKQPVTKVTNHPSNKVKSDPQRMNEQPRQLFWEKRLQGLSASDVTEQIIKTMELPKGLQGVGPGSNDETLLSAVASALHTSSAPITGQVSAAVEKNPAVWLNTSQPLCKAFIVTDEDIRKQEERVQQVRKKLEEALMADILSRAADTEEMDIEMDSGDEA
# UHRF1 binding: UHRF1 methylated DNA binding inhibitors, primary screen, counter-screen for MBD2 inhibitor project, biochemical, TR-FRET, human UHRF1, single concentration; inhibition, % at 4.4 µM; AID 687016, 2013; E3 ubiquitin-protein ligase UHRF1 (Homo sapiens), Q96T88; hit rate 0.75% among 370,000; UHRF1 binding to methylated oligo; in the data active = inhibition above about 21%;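 also: UHRF1 SRA domain binding a hemimethylated CpG hairpin DNA probe; 0% = median of test compound wells and 100% = reference inhibitor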
# NR1D1 modulator: modulators of Rev-erb alpha DNA binding, primary screen, biochemical, FITC-DNA, fluorescence polarization, uHTS; Nuclear receptor subfamily 1 group D member 1 (Homo sapiens), P20393; Rev-erbα–FITC-DNA binding, 90 min; activity, % at 10 µM; hit rate 0.79% among 370,000;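 active = activity above about 14%, limit read from the data; passing the limit was not always enough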;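 also: 0% = DMSO wells with 35 nM protein and 100% = DMSO wells with 750 nM protein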
# PRMT1 FP inh: PRMT1 methyltransferase inhibitors, primary screen, biochemical, fluorescence polarization | Protein arginine N-methyltransferase 1 (Homo sapiens), Q99873 | recombinant PRMT1, activity-based probe fluorescence polarization | inhibition, % at 2.79 µM | hit rate 1.3% among 370,000;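 active = inhibition above about 21% made by adding two undisclosed values, limit read from the data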
# HTRA1 inhibitor: HTRA1 serine protease inhibitors, primary screen, biochemical, fluorescence polarization, HTS. recombinant HTRA1, FP-rhodamine activity-based probe. hit rate 0.5% among 340,000. inhibition, % at 5.96 µM. Q92743; in the data active = inhibition above about 36%;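 also: 0% = enzyme with DMSO and 100% = wells lacking enzyme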
# TCR CD3 inh: inhibitors of human TCR-CD3 interaction, primary screen, biochemical, fluorescence, TAMRA-labeled TCR probe. inhibition, % at 9.4 µM. hit rate 0.37% among 360,000. AID 651800, 2012; in the data active = inhibition above about 19%;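 also: recombinant mutant TCR 2C K166C tagged with TAMRA read by polarization; 0% = receptor in buffer alone and 100% = receptor with positive control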
# PG9 binder: binders of HIV-1 gp120 antibody PG9, primary screen, biochemical, TR-FRET; HIV-1 gp120 / PG9 antibody interaction; TR-FRET gp120-PG9 antibody binding; inhibition, % at 6.7 µM; hit rate 0.43% among 360,000; AID 624416, 2012; in the data active = inhibition above about 8.5%
# ABHD4 inh: ABHD4 inhibitors, primary screen, biochemical, fluorescence polarization, mouse; (Lyso)-N-acylphosphatidylethanolamine lipase (Mus musculus), Q8VD66; purified mABHD4, FP-Rh probe fluorescence polarization; inhibition, % at 8.92 µM; hit rate 0.54% among 370,000; AID 720543, 2013;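 active = inhibition exceeding the mean over every tested compound plus 3 SD, cut at about 30% in these data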;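 also: 0% = plate median of compound wells and 100% = S159A mutant with DMSO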
# Target sequence (Q8VD66 whole entry, looked up): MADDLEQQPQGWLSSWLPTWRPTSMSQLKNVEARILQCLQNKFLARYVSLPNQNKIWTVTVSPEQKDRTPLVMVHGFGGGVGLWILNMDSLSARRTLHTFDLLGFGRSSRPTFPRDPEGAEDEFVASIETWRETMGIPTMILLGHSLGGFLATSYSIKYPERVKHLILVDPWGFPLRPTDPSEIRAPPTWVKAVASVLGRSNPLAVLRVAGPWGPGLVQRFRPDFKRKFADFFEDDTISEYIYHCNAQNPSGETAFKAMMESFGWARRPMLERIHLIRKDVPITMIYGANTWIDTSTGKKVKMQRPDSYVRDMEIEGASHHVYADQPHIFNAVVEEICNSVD
#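 Assay system: mABHD4 protein; medium: HEPES pH 7.0, NaCl, Pluronic buffer; dosing: 8.92 µM, single dose; schedule: 45 min + 60 min at 25 °C; signal: FP readout, ex 525 nm / em 598 nm; read-out: normalized percent inhibition of probe labeling; repeats: single replicate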
# LEDGF integ inh: blockers of LEDGF/p75-dependent integrase strand transfer – biochemical, TR-FRET, high throughput, primary screen; HIV-1 integrase (with human LEDGF/p75); TR-FRET IN-LEDGF/p75 DNA integration, Eu/Cy5; inhibition, % at 3.7 µM; hit rate 0.64% among 370,000; AID 743269, 2014;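 active = inhibition above the screen-wide mean plus 3 SD, cut at about 13% in these data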;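 also: signal is the Cy5 over europium emission ratio at 671 and 618 nm; 0% = plate median of compound wells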
# rCAG RNA binder: binders of r(CAG) RNA repeats, primary screen, biochemical, fluorescence; hit rate 1.3% among 370,000; AID 651821, 2012; inhibition, % at 3 µM; r(CAG) RNA repeat, TO-PRO-1 dye displacement fluorescence;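 active = inhibition above the plate cutoff, the mean of all test compounds on that plate plus 3 SD, cut at about 35% in these data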;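 also: 0% = DMSO alone and 100% = 100 µM mitoxantrone as full dye displacement; higher means more dye released from RNA so lower well fluorescence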
# Active calls of the source: *; · = no result given. An excerpt. The share of hits here may be higher or lower than overall.
SMILES,MBD2 DNA inh,UHRF1 binding,NR1D1 modulator,PRMT1 FP inh,HTRA1 inhibitor,TCR CD3 inh,PG9 binder,ABHD4 inh,LEDGF integ inh,rCAG RNA binder
Cc1ccc(-c2nc(NCCCN(C)C)c3ccccc3n2)cc1,8.8,4.2,0.2,-5.6,6.0,2.9,0.1,1.1,-2.2,7.9
OCCn1nc(-c2ccccc2)cc1-c1ccccc1,0.7,-1.0,0.8,1.0,4.5,9.1,-0.1,-3.0,-0.4,-5.3
COc1ccc(-c2ccc(OC)c([C@H]3[C@H]4C=CC[C@@H](C)[C@@H]4C(=O)N3Cc3ccccc3)c2)cc1OC,-1.8,-1.3,2.4,0.6,0.1,5.6,-0.6,-7.7,-0.3,2.0
C/C(=N/NC(=O)c1ccc(C)s1)c1cccc(NC(=O)COc2ccc(Cl)cc2C)c1,-1.3,8.6,-10.3,2.1,-5.1,-1.8,0.4,-3.5,-1.4,-102.5
Cc1ccc(-c2nn(C)c(=O)c3ccccc23)cc1CNC(=O)CSc1nc2ccccc2o1,-4.2,-1.1,0.8,-1.4,0.1,8.5,-0.5,1.1,-0.3,-4.2
COc1ccc(CN(Cc2nc3ccccc3c(=O)[nH]2)C(=O)c2ccco2)cc1,2.4,0.5,-2.1,-2.4,-1.3,-2.3,-0.5,-5.5,1.9,-2.9
O=C(C[C@H]1C(=O)N(c2ccc(Br)cc2)C[C@@H]1Cc1ccccc1)Nc1ccccc1,-0.4,1.8,0.6,-0.8,-34.6,3.0,-1.2,-5.6,-2.8,8.3
CNC(=O)c1sc(=S)n(-c2ccc(OC)cc2)c1N,-2.1,0.3,3.8,-1.1,2.5,3.5,0.8,-1.5,0.9,-3.0
CC(=O)N1CCOc2ccc(S(=O)(=O)NC(C)c3ccccc3)cc21 (stereo unspecified),0.3,-1.2,4.5,-0.7,14.6,11.5,-0.5,-2.8,-0.7,1.2
CCN(CC)CCOC(=O)c1ccc2c(c1)OCCO2,0.0,3.5,0.4,2.0,8.4,3.1,0.7,-0.6,-2.4,-2.5
C[C@@H]1CC[C@]2(C(=O)O[C@@H]3O[C@H](CO)[C@@H](O)[C@H](O)[C@H]3O)CC[C@]3(C)C(=CCC4[C@@]5(C)C[C@@H](O)[C@H](O)[C@@](C)(C(=O)O[C@@H]6[C@H](O)C[C@@]7(C)C(CC[C@]8(C)C7CC=C7[C@H]9[C@](C(=O)O[C@@H]%10O[C@H](CO)[C@@H](O)[C@H](O)[C@H]%10O)(CC[C@@H](C)[C@@]9(C)O)CC[C@]78C)[C@@]6(CO)C(=O)O)C5CC[C@]43C)[C@@H]2[C@]1(C)O (stereo partly specified),1.3,0.5,-2.8,-2.7,-1.8,3.5,-1.8,4.0,-0.1,25.8
CCCCCCc1ccc(OCC(=O)OC)cc1OCC(=O)OC,6.3,-2.1,4.7,2.7,-20.9,-0.4,1.5,-6.6,1.0,-6.8
CCOc1cc(/C=C2\SC(=S)N(Nc3ccccc3)C2=O)ccc1O,-0.4,-3.2,4.0,1.0,-207.6,-104.6,-3.4,-244.7,-0.2,29.9
COc1ccc(C)cc1S(=O)(=O)Nc1cccc(Cl)c1Cl,1.2,0.1,1.4,6.2,1.9,-1.1,-0.2,-9.2,3.1,2.3
COc1cc2c(cc1OC(C)=O)CCCCC2=O,-5.8,-2.2,-7.0,0.1,1.0,-3.4,1.4,-2.5,-2.6,-0.7
COc1ccccc1NC(=O)c1ccc(NC2=NC3CS(=O)(=O)CC3S2)cc1 (stereo unspecified),-3.3,0.6,-4.2,5.5,-1.4,-8.6,-0.5,-1.2,0.7,0.1
O=C(Nc1cccc(-c2ccccc2)c1)N1CCN(C(=O)Nc2cccc(-c3ccccc3)c2)CC1,0.2,6.8,-1.3,8.3,1.2,-4.7,-0.2,-14.4,-2.1,-1.3
CCOc1ccc(S(=O)(=O)Nc2ccccc2SC)c2cccnc12,-2.5,0.6,5.2,-0.6,-4.4,5.2,-1.9,-2.8,-3.5,5.5
COc1ccccc1C(C(=O)NCc1ccc(F)cc1)N(C(=O)c1csnn1)C1CC1 (stereo unspecified),2.1,2.6,-0.3,4.7,-4.6,-10.7,3.0,-2.8,-2.9,0.8
CC1CCN(C(=O)CSc2nnc(CNC(=O)c3ccc(S(=O)(=O)N(C)C)cc3)o2)CC1,1.6,0.8,0.4,-2.5,5.4,5.4,-2.1,-5.8,4.0,-2.2
Cc1cc(C)nc(N(C#N)Cc2ccc(Cl)cc2)n1,-0.9,1.5,6.2,0.4,-2.2,0.3,1.8,-5.7,4.2,-4.9
Cc1nc2c(ccc3c([N+](=O)[O-])cccc32)c(C)c1C,1.1,-2.0,8.9,5.8,-11.7,-8.6,3.6,-3.7,-2.8,3.0
CCCc1cc(=O)[nH]c(SCC(=O)c2cc(C)n(CCOC)c2C)n1,-5.5,-0.5,-0.5,-2.5,8.1,-2.6,-1.8,1.6,-2.3,-5.0
O=C(/C=C1\OCc2cc(OCc3ccccc3)ccc21)OCc1ccccc1,4.7,3.6,-4.7,5.4,·,0.5,0.0,-1.4,-1.4,5.9
COc1ccc(-c2nnn(CC(=O)N3CCN(c4ccccc4OC)CC3)n2)cc1,-3.3,-1.9,2.0,-1.1,-8.1,12.2,1.0,-0.3,-1.1,-5.8

# Next section
SMILES,MBD2 DNA inh,UHRF1 binding,NR1D1 modulator,PRMT1 FP inh,HTRA1 inhibitor,TCR CD3 inh,PG9 binder,ABHD4 inh,LEDGF integ inh,rCAG RNA binder
CNC(=O)c1ncoc1-c1ccc(Cl)cc1,1.8,2.2,0.0,-7.9,5.7,1.3,-1.4,-0.9,3.8,1.6
C/C(=N\NS(=O)(=O)c1ccccc1)c1ccc2c(c1)OCCO2,1.7,-3.1,5.5,3.2,2.0,3.2,-2.5,-2.7,1.4,3.7
COc1ccc(CCNC(=O)COc2cccc3c2OC(C)(C)C3)cc1OC,-3.6,-2.5,2.8,-3.3,7.0,-3.0,-2.6,3.0,1.8,-6.9
CCCCCn1cc(CCC(=O)Nc2ccc(Oc3cccnc3)cc2)c2ccccc21,-2.0,-0.8,4.0,-1.8,·,-8.4,2.2,-15.2,-0.4,10.2
COC(=O)C[C@H]1C=C[C@H](NC(=O)C2CCOCC2)[C@@H](CO)O1,-4.5,-1.2,-5.6,-1.9,·,7.4,-0.6,10.7,-1.0,3.4
COC(=O)C(Cc1ccccc1)NC(=O)CC(C)CC(=O)Nc1ccc(OC)cc1OC (stereo unspecified),-0.8,2.3,0.8,-5.7,2.8,4.2,-2.0,-5.8,5.9,-4.0
COC(=O)[C@]12C[C@H](CC(=O)NCCc3ccccc3OC)C(=O)N(CCC3=CCCCC3)C1=C[C@H](COCc1ccccc1)O[C@@H]2C,-3.2,-1.6,-1.5,2.7,·,-0.2,-1.0,-11.5,3.3,8.2
O=C(NC1CCC(O)CC1)c1cc(-c2ccco2)nc2ccccc12 (stereo unspecified),6.2,10.9,-25.8,4.6,16.9,9.0,-1.0,5.9,2.5,20.4
Cc1cccc(-c2nnc(SCc3ccccc3)o2)c1,-6.3,-0.3,2.2,-0.1,-20.2,2.6,-0.5,-10.1,0.2,-5.7
Cc1cc(C)c(NC(=O)CCCn2c(=O)oc3ccccc32)c(C)c1,5.7,1.6,1.9,-1.9,-0.9,-6.0,-2.2,-3.0,1.9,-0.4
O=C(NCC1CCCO1)c1cccnc1Nc1ccccc1F (stereo unspecified),1.5,3.5,-0.9,7.5,-1.0,-3.9,0.6,2.5,-1.0,-2.3
O=C(Nc1ccccc1)NC1(C(=O)NCc2ccco2)CCCCC1,-2.1,0.0,-3.3,-3.6,-2.9,-6.7,-0.4,1.5,2.2,-2.5
N#C/C(=C\Nc1ccccc1SC(F)(F)F)c1nc(-c2ccccc2)cs1,8.1,3.2,-0.5,-1.0,-5.7,-13.4,1.3,-7.3,-0.9,1.4
Cc1sc2ncnc(N3CCCCC3)c2c1C,-1.5,3.7,-6.3,2.9,3.7,-2.4,1.4,-1.9,4.9,-2.3
Cc1nc2ccccc2n1CC(=O)NCc1ccccc1,-3.8,0.3,3.9,-2.6,-0.1,5.5,-0.7,-2.3,2.5,1.5
CCOc1cc(/C=C/C(=O)O)ccc1OCc1ccccc1,1.7,0.2,1.0,6.1,4.1,1.6,-0.8,-4.3,-0.6,2.9
O=C(NC1CCS(=O)(=O)C1)C1CCCC1 (stereo unspecified),1.8,-0.6,1.6,-4.0,-4.0,-0.1,-1.1,-3.5,4.9,-0.6
S=c1[nH]nc(-c2cccs2)n1/N=C/c1cn(-c2ccccc2)nc1-c1ccccc1,-0.7,2.2,1.9,5.3,-13.6,-6.9,1.5,0.8,-4.8,12.9
CN(CCCNC(=O)COc1cc(=O)n(C)c2ccccc12)Cc1ccccc1,1.5,0.3,-2.3,-2.0,-1.3,-2.6,1.9,-0.9,0.0,-6.2
CC1(C(=O)NS(=O)(=O)c2cccc(F)c2)CCN1C(=O)Cc1cccs1 (stereo unspecified),-0.8,2.8,-3.8,-1.5,·,-3.8,0.1,1.2,-4.3,1.2
C=CCCC1CN(CCCC)S(=O)(=O)c2c(F)cccc2O1 (stereo unspecified),0.8,-0.1,3.5,-0.5,-8.9,7.1,0.6,-6.4,-1.9,-2.3
CCCCNC(=O)N(O)C1N(/N=C/c2cccs2)C(=S)SC1(C)C (stereo unspecified),-6.7,-1.6,3.0,-4.3,0.2,6.8,0.8,2.0,1.1,-2.2
Cc1cc(C)cc(C(=O)Nc2cccc(NC(=O)c3ccco3)c2)c1,-4.2,-1.1,-0.7,-1.8,-82.0,2.9,-1.2,-9.7,4.6,-0.1
CC1=CC(=O)Nc2ncccc2O1,-5.7,-1.9,-4.0,-0.8,2.7,1.2,-1.1,10.7,-13.5,0.0
Cn1c(-c2ccccc2)cnc1NCc1ccc(F)cc1,-4.3,-0.7,-2.0,-1.8,10.4,-0.4,1.4,0.7,7.2,1.4
CCSc1ncc(Cl)c(C(=O)Nc2ccc(S(=O)(=O)Nc3ncccn3)cc2)n1,1.5,0.5,2.2,-1.0,-0.2,2.0,-1.8,4.1,-0.6,0.3

# Another view of two compounds above:
smiles: O=C(NC1CCC(O)CC1)c1cc(-c2ccco2)nc2ccccc12 (stereo unspecified)
  MBD2 DNA inh: 6.2 | UHRF1 binding: 10.9 | NR1D1 modulator: -25.8 | PRMT1 FP inh: 4.6 | HTRA1 inhibitor: 16.9 | TCR CD3 inh: 9.0 | PG9 binder: -1.0 | ABHD4 inh: 5.9 | LEDGF integ inh: 2.5 | rCAG RNA binder: 20.4

smiles: Cc1cccc(-c2nnc(SCc3ccccc3)o2)c1
  MBD2 DNA inh: -6.3 | UHRF1 binding: -0.3 | NR1D1 modulator: 2.2 | PRMT1 FP inh: -0.1 | HTRA1 inhibitor: -20.2 | TCR CD3 inh: 2.6 | PG9 binder: -0.5 | ABHD4 inh: -10.1 | LEDGF integ inh: 0.2 | rCAG RNA binder: -5.7

# Bioassay records: PubChem, several laboratories
